PMI act satM6P = increases human PMI activity with near-saturating mannose 6-phosphate | coupled PMI enzyme assay, resazurin fluorescence, 20 min; active compounds read high; 1 = untreated enzyme, 0 = substrate-free blank | activation factor at 20 µM | actives 0.34% (n = 190,000);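 active = activation factor of 2 or more at 20 µM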
Target sequence (P34949 whole entry, looked up): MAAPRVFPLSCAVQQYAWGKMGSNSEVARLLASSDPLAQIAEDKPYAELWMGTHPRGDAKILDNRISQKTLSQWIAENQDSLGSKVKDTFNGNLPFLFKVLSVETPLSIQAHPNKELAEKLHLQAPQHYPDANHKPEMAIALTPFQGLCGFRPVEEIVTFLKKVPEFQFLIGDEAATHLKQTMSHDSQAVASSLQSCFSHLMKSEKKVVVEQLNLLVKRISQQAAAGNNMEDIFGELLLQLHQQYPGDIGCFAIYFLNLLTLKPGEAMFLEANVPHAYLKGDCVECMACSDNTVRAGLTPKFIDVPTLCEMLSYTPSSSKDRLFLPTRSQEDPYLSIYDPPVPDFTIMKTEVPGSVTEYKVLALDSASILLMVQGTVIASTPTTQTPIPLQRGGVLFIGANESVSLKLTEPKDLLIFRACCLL
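Material: human phosphomannose isomerase with PGI, G6PDH, diaphorase coupling enzymes. Quantity: 15 ng/mL PMI. Medium: HEPES pH 7.4 buffer with MgCl2 and Tween-20. Reagent: Near-saturating mannose-6-phosphate, 1.0 mM. Compound: 20 µM single dose. Times: enzyme reaction with compound 20 min at room temperature. Detection: resorufin fluorescence at Ex 544/Em 590 nm.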
HMGR II inh = blocks class II HMG-CoA reductase of Enterococcus faecalis | purified E. faecalis HMGR, NADPH absorbance 340 nm kinetic | inhibition, % at 10 µM | actives 0.41% (n = 190,000);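 active = inhibition above a set limit, the median over all tested compounds plus 3 SD, cut at about 9.5% in these data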;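 also: enzyme runs in reverse so mevalonate oxidation gives rising NADPH absorbance; 0% = complete reaction with DMSO and 100% = background rate lacking mevalonate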
FLuc act counter = firefly luciferase counter-screen for stimulation assays; P08659; ATPlite luciferase biochemical, luminescence, 10 min; 0 = ATP-free wells, 1 = DMSO control; activation factor at 10 µM; 200,000 tested, under 10 active; AID 1027;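 active = luciferase activation factor, scaled between plate controls, of at least 2 with compound at 10 µM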
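Assay system: Luciferase/luciferin detection reagent, cell-free biochemical luciferase assay / Read-out: luciferase activation / Benchmarks: No-ATP low control, compound-free enzyme-plus-ATP high control / Medium: PBS buffer for ATP / Detection: luminescence measurement of luciferase light output / Schedule: 10 min at ambient temperature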
TNAP inh hi DEA = inhibitors of human TNAP at high phosphate acceptor concentration. P05186. purified TNAP, CDP-star luminescence, 1 M DEA. inhibition, % at 20 µM. actives 0.03% (n = 200,000). AID 1135;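 active = over 50% inhibition of tissue-nonspecific alkaline phosphatase at 20 µM in the single-dose screen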;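 also: plate controls were DMSO wells for no effect and EDTA-quenched wells as full inhibition for full effect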
Target sequence (P05186 whole entry, looked up): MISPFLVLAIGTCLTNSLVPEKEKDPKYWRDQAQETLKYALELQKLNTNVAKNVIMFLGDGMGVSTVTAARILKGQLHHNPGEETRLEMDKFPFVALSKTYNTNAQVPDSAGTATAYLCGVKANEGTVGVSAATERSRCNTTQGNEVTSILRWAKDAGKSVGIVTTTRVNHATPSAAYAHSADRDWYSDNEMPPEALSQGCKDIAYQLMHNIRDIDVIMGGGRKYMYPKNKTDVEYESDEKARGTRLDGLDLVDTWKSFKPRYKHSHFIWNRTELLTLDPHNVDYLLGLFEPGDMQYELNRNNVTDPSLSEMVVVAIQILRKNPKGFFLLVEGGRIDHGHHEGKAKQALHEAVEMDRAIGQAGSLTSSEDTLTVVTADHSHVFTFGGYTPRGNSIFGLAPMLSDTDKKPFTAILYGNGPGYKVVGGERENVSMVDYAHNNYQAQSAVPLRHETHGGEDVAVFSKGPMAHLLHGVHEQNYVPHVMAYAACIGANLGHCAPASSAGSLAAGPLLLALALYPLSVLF
TNAP inh noacc = TNAP (human) inhibition, acceptor-free conditions. P05186. purified TNAP, CDP-star luminescence, 30 min. inhibition, % at 20 µM. actives 0.26% (n = 200,000). AID 1012;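 active = tissue-nonspecific alkaline phosphatase inhibition above about 50% at 20 µM in the single-dose screen, limit read from the data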;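 also: 0% = DMSO negative control and 100% = EDTA positive control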
Diaphorase inh = diaphorase inhibition or chemical oxidation counter-screen | AID 1217 | actives 0.69% (n = 190,000) | diaphorase resazurin-to-resorufin fluorescence, NADH, 16 min; bacterial (C. kluyveri) enzyme, not human | inhibition, % at 20 µM;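 active = primary screen inhibition at 20 µM above a set limit, cut at about 50% in these data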;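 also: plate controls were DMSO with full reaction for no effect and wells lacking NADH for full effect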
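Assay system: diaphorase enzyme from Clostridium kluyveri. Quantity: enzyme working solution with 0.14 U/mL diaphorase. Schedule: reaction incubation of 16 min at room temperature. Technique: resorufin fluorescence, excitation 544 nm, emission 590 nm. Controls: No-NADH positive control and DMSO neutral control.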
PMI act = increases human mannose-6-phosphate isomerase activity | actives 0.005% (n = 190,000) | purified human PMI, coupled resazurin fluorescence, 20 min; active compounds read high; 1 = vehicle control, 0 substrate-free wells | activation factor at 20 µM;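 active = activation factor of 2 or more at 20 µM, relative to plate controls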
TNAP act hiacc = increases human TNAP activity under high phosphate acceptor concentration | 200,000 tested, under 10 active | AID 1136 | purified TNAP, CDP-star luminescence, 1 M DEA, 30 min; active compounds read high; 0 = EDTA background, 1 = DMSO-only activity | activation factor at 20 µM | P05186;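 active = activation factor at least 2 at 20 µM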
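Assay system: human TNAP; Input: enzyme diluted 1/800 final; Reagent: CDP-star luminogenic substrate at 100 µM final; Timing: 30 min, room temperature; Signal: luminescence; Evaluation: TNAP activation factor scaled between EDTA and DMSO control wells.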
G6PDH counter = counter-screen for G6PDH assay hits: L. mesenteroides G6PDH inhibition. Purified L. mesenteroides G6PDH, diaphorase/resazurin coupled fluorescence, 45 min. inhibition, % at 5 µM. AID 1020. actives 0.12% (n = 200,000); in the data active = inhibition above about 50%
Diaph act CS = activates diaphorase or chemically reduces, flagging diaphorase assay artifacts; Diaphorase/resazurin coupled assay, resorufin fluorescence, 16 min; active compounds read high; 1 = vehicle wells, 0 = NADH-free wells; activation factor at 20 µM; actives 0.005% (n = 190,000);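 active = diaphorase activity raised at least twofold by the compound at 20 µM; inactive = activation factor below 2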
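test system = bacterial diaphorase enzyme (C. kluyveri) | quantity = enzyme 0.07 U/mL final | reagent = NADH substrate 0.114 mM plus resazurin dye 0.1 mM, final | incubation = 16 min enzyme reaction, ambient temperature | buffer or medium = HEPES pH 7.4 buffer with MgCl2 and Tween 20 | signal = fluorescence of resorufin, 544 nm excitation, 590 nm emission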
Active calls of the source: *.

smiles	PMI act satM6P	HMGR II inh	FLuc act counter	TNAP inh hi DEA	TNAP inh noacc	Diaphorase inh	PMI act	TNAP act hiacc	G6PDH counter	Diaph act CS
Cc1cccc(N2CCN(S(=O)(=O)c3cccc4nonc34)CC2)c1C	1	3	1.1	-2	-16	14	0.9	1	-11	0.9
COc1ccc(-c2nc3ccccc3c(=O)n2NC(=O)c2cccnc2Cl)cc1OC	1.1	-8	1.1	-2	-7	5	1.1	1	15	0.9
Cc1ccc(C)c(OCC(=O)N2CCOCC2)c1	1.1	-1	0.9	3	-2	-3	1.1	1	-4	1
CS(=O)(=O)c1ccc(C(=O)Nc2ccc(N3CCOCC3)cc2)c(Cl)c1	0.9	-2	1	-5	-11	3	1	1.1	0	1
O=C1CC(N2CCN(c3ccc(O)cc3)CC2)C(=O)N1Cc1cccs1 (configuration not stated)	0.7	-12	1.1	1	-8	33	0.7	1	6	0.7
CC1(c2ccc3noc(-c4ccccc4)c3c2)OCCO1	0.9	1	1.1	-3	-5	18	0.8	1	1	0.8
O=C(Nc1ccc(Cl)cc1)/C(=C/c1ccc([N+](=O)[O-])cc1)c1nc2ccccc2s1	1	-2	1	1	-4	5	1	1	-6	0.9
CSc1nc(-c2ccco2)nn1C(=O)c1cccs1	1	-1	1	-3	-6	-6	1	1	2	1.1
Cc1cc(C)c(C)c(OCCCOc2cccc3cccnc23)c1	1.1	0	1.1	-1	-14	6	0.9	1	7	0.9
O=C(COC(=O)c1ccc(Br)cc1)Nc1ccccc1Br	1.2	0	1.1	-6	-11	-2	1.2	1.1	7	1
COc1cccc(CSc2nc3sc(C)c(C)c3c(=O)n2Cc2ccco2)c1	0.8	-1	1.1	-7	2	10	0.7	1.1	8	0.9
CC(C)c1ccc(C2NC(C(=O)O)CS2)cc1 (configuration not stated)	1	-1	1	-1	-11	8	1	1	0	0.9
Cc1c(CCOC(=O)C23CC4CC(CC(C)(C4)C2)C3)sc[n+]1CC(=O)c1ccccc1	0.9	-6	1.1	30	3	7	0.8	0.7	12	0.9
Cc1cc(C)cc(OC(=O)C23CCC(C)(C(=O)O2)C3(C)C)c1 (configuration not stated)	1	-3	1	-5	-12	12	1	1.1	-1	0.9
O=[N+]([O-])c1ncn(Cc2c(Cl)cccc2Cl)n1	0.9	-6	1	-1	-2	11	0.8	1	14	0.9
O=C(COc1ccc2ccccc2c1)NCCNC(=O)COc1ccc2ccccc2c1	1.1	-2	1	-5	-15	-3	1	1.1	16	1
CS(=O)(=O)N1CCN(c2ccc(NC(=O)c3ccc(-c4ccc(Cl)cc4)o3)cc2)CC1	1.1	-4	1	-4	24	3	1.1	1	7	1
CCC(CC)C(=O)NCc1ccc2c(c1)cc(C)n2C	0.9	-1	1.1	-2	-1	9	1	1	6	0.9
O=C(COC(=O)CNC(=O)c1ccco1)Nc1ccccc1OC(F)F	1.1	-1	1	-1	-2	-13	1	1	6	1.1
COc1cc(C)c(Cl)cc1S(=O)(=O)NCc1ccncc1	1	-4	1	-4	-8	5	0.9	1	22	1
CCCC(=O)NNC(=O)c1ccoc1C	0.9	-3	1.1	-4	-10	10	1	1	-1	0.9
CCOC(=O)C1=C(C)OC(N)=C(C#N)C1c1ccc(OC)c(C)c1OC (configuration not stated)	1	0	1.1	-6	-7	21	0.9	1.1	1	0.8
O=C(Nc1ccc2[nH]c(=O)[nH]c2c1)c1ccc(Cl)c(Cl)c1	1	-2	1	1	-10	-15	1.1	1	1	1.1
CC(=O)Nc1nnc(SCC(=O)N2CCN(Cc3ccccc3)CC2)s1	1.1	-5	1	0	-9	-2	1.1	1	6	1
Cc1cc2c(c(=O)n1CC1CCCO1)C(c1ccc3c(c1)OCO3)C(C#N)=C(N)O2 (configuration not stated)	1	-9	1.1	-3	-1	6	1.1	1	6	0.9
COC(=O)C1C(=O)CC(C)(O)C(C(=O)OC)C1c1ccccc1F (configuration not stated)	0.9	0	1.1	-4	-12	17	0.9	1	-11	0.8
COc1ccc(C(C)(C)C)cc1NC(=O)Nc1ccc2c(c1)OCO2	0.8	1	1.1	-2	-9	26	0.8	1	6	0.7
CCC(=O)OCCn1c(=O)c2ccccc2c2ccccc2c1=O	0.9	-4	1	-2	-4	12	1	1	5	0.9
Cc1cccc(OCc2nnc(SCC(=O)OC3CCCCC3)o2)c1	0.9	-5	1.1	-6	-9	31	0.9	1.1	4	0.7
Nc1c(N2CCCC2)c2ccccc2oc1=O	1	0	1	-2	-6	0	0.9	1	12	1

Limited to PMI act satM6P and TNAP inh noacc, for some of the entries so far:
canonical_smiles	PMI act satM6P	TNAP inh noacc
CC(=O)Nc1nnc(SCC(=O)N2CCN(Cc3ccccc3)CC2)s1	1.1	-9
Cc1cc2c(c(=O)n1CC1CCCO1)C(c1ccc3c(c1)OCO3)C(C#N)=C(N)O2 (configuration not stated)	1	-1

Carrying on.
smiles	PMI act satM6P	HMGR II inh	FLuc act counter	TNAP inh hi DEA	TNAP inh noacc	Diaphorase inh	PMI act	TNAP act hiacc	G6PDH counter	Diaph act CS
O=C(Nc1nc(-c2ccc(F)c(F)c2)cs1)c1ccc(OCC2CCCO2)cc1 (configuration not stated)	1	-4	0.9	9	1	-3	1	0.9	-52	1
Cc1cccc(Nc2nnc(SCc3cn4ccsc4n3)s2)c1	0.9	-2	1	0	-4	11	0.9	1	3	0.9
COc1ccc2oc(=O)c(C(=O)N3CCN(c4ccccc4)CC3)cc2c1	0.9	-3	1	0	-5	17	0.9	1	2	0.8
COc1ccc(Cn2c(=O)c3c(nc(NCCO)n3C)n(C)c2=O)cc1	0.9	2	1	-3	-10	23	0.9	1	5	0.8
NC(=O)N/N=C/c1cc(Br)ccc1OC(=O)c1ccccc1	1	5	1	-1	-7	7	1	1	1	0.9
CCOC(=O)Nc1sc(NS(=O)(=O)c2ccccc2)nc1C	1	0	1	-2	-8	19	1	1	4	0.8
Cc1cc(N2CCCC2=O)ccc1S(=O)(=O)N1CCOCC1	0.9	-6	1	1	-6	-1	0.9	1	11	1
Cc1ccc(NC(=O)CSCC(=O)N2c3ccccc3CCc3ccccc32)cc1	0.8	-3	1.1	-4	-8	18	0.8	1	7	0.8
O=C(CCCO)CCCCCCCCC[C@H]1N[C@H](CO)[C@@H](O)[C@@H]1O	1.1	6	1.1	-6	-6	8	1.1	1.1	18	0.9
CC1(C)NC(=O)N(CC(=O)OCC(=O)Nc2cc(S(=O)(=O)N3CCCCCC3)ccc2Cl)C1=O	1.2	0	1	0	20	1	1	1	9	1
CCN(Cc1ccccc1)C(=O)COC(=O)Cn1cnc2ccccc21	1	-4	1	-2	-4	10	1	1	6	0.9
CCOP(=O)(OCC)C(NC(=O)Nc1ccc(Cl)cc1)C(N)=O (configuration not stated)	1	-4	1.1	-2	-6	14	0.9	1	0	0.9
O=C(CSc1nc(O)cc(=O)n1C1CCCC1)Nc1cccc(Cl)c1Cl	0.9	6	1	1	-6	16	0.9	1	8	0.8
Cc1nnc(NC(=O)CSc2nnc(C)n2Cc2ccccc2)s1	1	-2	1	-2	-1	-13	1.1	1	9	1.1
CS(=O)(=O)N1CCN(C(=O)c2ccncc2)CC1	1	-2	1	-8	-17	10	1	1.1	17	0.9
COc1ccccc1Oc1ccc(S(=O)(=O)NCc2ccccn2)cc1	0.9	-1	1.1	0	-6	12	0.9	1	-6	0.9
COc1ccc(OCCn2c(C)c(/C=N/n3cnnc3)c3ccccc32)cc1	0.8	-1	1	0	-3	17	0.9	1	6	0.8
CCOC(=O)c1ccc(N2C(=O)CC(N3CCC(C(N)=O)(N4CCCCC4)CC3)C2=O)cc1 (configuration not stated)	1.1	1	1.1	-1	-8	9	1	1	3	0.9
CCOC(=O)C1(Cc2cccc(OC)c2)CCN(Cc2ccc(OC)c(O)c2)CC1	0.9	-3	1	0	-2	3	1	1	4	1
COc1cc(NC(=O)COC(=O)Cc2ccc(-c3ccccc3)cc2)cc(OC)c1	0.8	5	0.9	-9	-14	15	0.9	1.1	4	0.9
Cc1sc2ncnc(SCC(=O)c3ccc4c(c3)OCCO4)c2c1-c1ccccc1	0.9	-1	1	1	-15	7	0.7	1	-15	0.9
CN(C)CCNC(=S)Nc1ccccc1C(C)(C)C	0.9	-5	1.1	-4	-2	8	0.9	1	8	0.9
